Assay outcomes (PubChem)
TEAD-YAP block – TEAD-YAP interaction inhibition, primary screen, TEAD-YAP interaction inhibitor project, luminescence, HEK-TIYL cells | TEAD-Gal4/YAP UAS-luciferase luminescence | inhibition, % at 9.12 µM | 640,000 compounds, 1.4% hits | AID 1259422, 2018; in the data active = inhibition above about 32%;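 also: 0% = median of test compound wells and 100% = reference inhibitor wells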
FBW7 act – FBW7 E3 ligase activators, primary screen, biochemical, AlphaScreen, human | F-box/WD repeat-containing protein 7 (Homo sapiens), Q969H0 | AlphaScreen FBW7–phospho-cyclin E peptide binding, activator screen | normalized activity (activation), % at 26.1 µM | 650,000 compounds, 0.13% hits | AID 1259310, 2017; in the data active = normalized activity above about 1.9%;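 also: purified mutant Fbw7 with reduced substrate affinity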
Target sequence (Q969H0 whole entry, looked up): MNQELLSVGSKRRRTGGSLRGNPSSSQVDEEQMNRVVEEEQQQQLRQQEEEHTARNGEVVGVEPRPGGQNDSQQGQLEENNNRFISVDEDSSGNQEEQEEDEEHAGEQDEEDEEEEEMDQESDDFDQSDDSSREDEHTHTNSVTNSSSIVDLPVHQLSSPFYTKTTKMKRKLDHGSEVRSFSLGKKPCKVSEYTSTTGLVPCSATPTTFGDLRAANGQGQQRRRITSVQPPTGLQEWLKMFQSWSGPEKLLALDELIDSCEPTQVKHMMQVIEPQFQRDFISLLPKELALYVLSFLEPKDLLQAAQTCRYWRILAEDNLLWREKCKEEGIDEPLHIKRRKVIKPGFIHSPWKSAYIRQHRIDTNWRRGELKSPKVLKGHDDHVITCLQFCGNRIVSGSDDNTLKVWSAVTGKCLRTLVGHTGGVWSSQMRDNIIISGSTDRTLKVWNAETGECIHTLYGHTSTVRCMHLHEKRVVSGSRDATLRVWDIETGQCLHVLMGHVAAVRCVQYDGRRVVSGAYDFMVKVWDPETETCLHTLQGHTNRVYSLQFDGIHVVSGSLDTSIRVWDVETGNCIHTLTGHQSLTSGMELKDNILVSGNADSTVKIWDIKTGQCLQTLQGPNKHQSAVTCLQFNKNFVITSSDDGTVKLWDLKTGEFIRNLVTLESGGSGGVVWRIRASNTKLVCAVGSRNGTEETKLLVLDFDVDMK
MITF inh – MITF inhibitors, primary screen, biochemical, AlphaScreen, human; 650,000 compounds, 0.91% hits; inhibition, % at 2.6 µM; AlphaScreen MITF homodimerization, bead proximity signal; in the data active = inhibition above about 50%;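 also: 0% = vehicle wells with protein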
GPR151 ag – activators of human GPR151, primary screen, cell-based, PathHunter beta-arrestin, luminescence | PathHunter beta-arrestin GPR151 cells | activation, % at 11.2 µM | 650,000 compounds, 1% hits; in the data active = activation above about 4.9%;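 also: 0% = median of compound wells and 100% = cells with positive control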
An asterisk follows results filed as active.

1) CCCc1sc(N(C(=O)c2cccc(Br)c2)c2ccc(OCC)cc2)nc1-c1ccccc1
2) CCOC(=O)C1(CCOc2ccccc2)CCN(Cc2cnn(C)c2C)CC1
3) CCOc1ccccc1OCCCN1CCN(CC)CC1
4) C=CCC(C(=O)C(C)C)C(=O)C(C)(C)OC (stereo not given)
5) COc1ccc(-n2c(=S)[nH]c3cc(C(=O)NCCSCc4ccccc4)ccc3c2=O)c(OC)c1
6) Cc1cccc(N2C(=O)SC(N(CC(N)=O)c3ccccc3C)C2=O)c1 (stereo not given)
7) COc1ccc(/C=C2/SC(=S)N(CCC(=O)O)C2=O)cc1
8) Nc1cc(C(=O)O)sc1Br
9) COc1ccc(CNc2cccc(F)c2C#N)cc1OC
10) CCCN(CCC)C(=O)Cn1cnc2sc(C(=O)OCC)c(C)c2c1=O

assay / entry	1	2	3	4	5	6	7	8	9	10
TEAD-YAP block	2	5	1	8	-4	-8	58*	-6	-28	11
FBW7 act	0.7	0.0	-0.2	0.0	-0.1	0.2	-0.2	0.1	-0.1	0.4
MITF inh	17	11	67*	1	-14	4	1	31	2	7
GPR151 ag	0.7	0.1	0.3	-0.9	1.7	2.2	0.9	-0.2	-2.2	-0.2

Along the list, quoted from above.
Compounds 2 to 7 in TEAD-YAP block: 5, 1, 8, -4, -8, 58*
Compounds 2 to 7 in MITF inh: 11, 67*, 1, -14, 4, 1
Compounds 2 to 7 in FBW7 act: 0.0, -0.2, 0.0, -0.1, 0.2, -0.2

Next records:
11) O=C(O)/C=C/c1ccc(N2CCOCC2)cc1
12) CCOC(=O)c1c(NC(=O)/C=C/c2ccccc2)sc(C(N)=O)c1C
13) CCCCCCNC(=O)c1ccc2nc(-c3ccc(OC)c(OC)c3)c(-c3ccc(OC)c(OC)c3)nc2c1
14) Cc1ccccc1CN1C(=O)CSc2ccc(C(=O)O)cc21
15) Cc1cc(C)n2nc(SC(C)C(=O)NC3CCCCC3)nc2n1 (stereo not given)
16) CCN(CC)c1ccc(/C=C2/SC(=S)N(CN3CCOCC3)C2=O)cc1
17) O=C1c2ccccc2C(=O)N1CCS(=O)(=O)N1CCN(c2ccccc2)CC1
18) O=C(O)CSc1ccc2ccccc2c1Br
19) C#CC(C)(C)OC(=O)C(=O)NCc1ccccc1
20) Oc1ccc(CCNc2nc(Nc3ccncc3)nc3c2ncn3-c2ccsc2)cc1

assay / entry	11	12	13	14	15	16	17	18	19	20
TEAD-YAP block	-3	6	-15	0	-4	-9	2	-10	6	56*
FBW7 act	0.0	0.0	-0.1	0.2	0.0	-0.1	0.2	0.0	0.0	-0.1
MITF inh	-2	7	-15	6	-11	-4	19	-2	15	-16
GPR151 ag	-0.3	-0.1	0.2	0.8	-0.3	-0.8	-0.4	3.0	0.4	-1.3

21) COc1cccc(OC)c1C(=O)Nc1cccc(C(=O)O)c1
22) Cc1nc2ccc(Br)cc2s1
23) O=C1CC(C(=O)N2CCN(c3ccccc3)CC2)CN1Cc1ccccc1 (stereo not given)
24) COc1ccc(NC(=O)N2CCC(CN3CCC(C)CC3)CC2)cc1
25) CC(C)(C)OC(=O)N1C(C(=O)O)CSC1c1ccc(Br)cc1 (stereo not given)
26) CC(=O)c1ccc(C(=O)Nc2ccc(-c3nc4ccc(C)cc4s3)cc2)cc1
27) COc1cc(OC)cc(C(=O)Nc2c3c(nn2C(C)(C)C)CS(=O)C3)c1 (stereo not given)
28) Cc1cc(=O)[nH]c(SCC(=O)Nc2ccccn2)n1
29) COCCNCC(=O)Nc1ccccc1N1CCCCCC1
30) Cc1cc(N2CCOCC2)ccc1/C=C1/SC(=S)N(CC(=O)O)C1=O

assay / entry	21	22	23	24	25	26	27	28	29	30
TEAD-YAP block	-2	-6	4	2	5	-5	11	12	11	9
FBW7 act	-0.3	0.2	-0.1	-0.2	0.1	-0.1	0.0	-0.1	-0.1	-0.2
MITF inh	-5	5	-39	-5	8	-12	6	4	20	-9
GPR151 ag	-1.9	-0.9	0.4	0.2	0.4	1.3	1.7	0.4	-0.5	0.5

31) CCOc1ccc(NC(=O)CCn2cccc2)cc1
32) O=C(/C=C/c1cnn(-c2cccc(C(=O)Nc3ccc(CN4CCCCC4)cc3)c2)c1)c1ccccc1
33) Cc1ccc(N(CC(=O)NCc2ccco2)C(=O)CCC(=O)Nc2ccccn2)c(C)c1
34) Cc1n[nH]c(C)c1-c1cncc(-c2ccnc(Nc3ccc(-n4cnc(C(C)(C)C)n4)cc3)n2)c1
35) CC(C)[C@@H]1NC(=O)[C@@H]2C[C@H](NCc3cccc(OCCN(C)C)c3)CN2C1=O
36) Fc1cnc(Nc2ccc(-n3cccn3)cc2)nc1-c1cc(N2CCOCC2)cc(C(F)(F)F)c1
37) CC(C)CC(=O)Nc1ccnn1C1CCN(Cc2ccc(Cl)s2)CC1
38) COc1ccc(CCNC(=O)c2csc(NCCN3CCOCC3)n2)cc1
39) CC(=O)CSc1nc2c(c(=O)[nH]c(=O)n2C)n1Cc1cccc(Br)c1
40) CN(C)CCNc1nc(-c2ccccc2)nc2ccccc12

assay / entry	31	32	33	34	35	36	37	38	39	40
TEAD-YAP block	-1	12	-4	26	-10	1	-12	3	-28	-14
FBW7 act	-0.1	-0.2	0.0	0.2	-0.3	-0.1	-0.1	0.1	0.1	-0.1
MITF inh	-7	8	-4	11	-5	-3	-1	8	0	-2
GPR151 ag	0.1	1.3	1.6	-0.4	-3.2	0.2	-0.3	0.8	1.6	-0.4

41) CCCCC(=O)Nc1ccc(NC(=O)CSc2nnc(-c3cccnc3)n2CC)cc1
42) COc1cccc(NS(=O)(=O)c2cc(C(=O)OCc3ccccc3F)ccc2NCCc2ccc(Cl)cc2)c1
43) Cc1cc(OCC(=O)Nc2ccccc2C(N)=O)cc(C)c1Br
44) COc1ccc(C(C)C)cc1-c1cnc2ccc(NC3CCC(O)CC3)nn12 (stereo not given)
45) CCOC(=O)c1c[nH]c2cc(C(=O)OC)ccc2c1=O
46) CCCS(=O)(=O)c1ncc(Cl)c(C(=O)Nc2ccc(C(=O)OC)cc2)n1
47) C[C@@H]1CN(Cc2nnnn2CC(=O)NCc2cccs2)C[C@H](C)O1
48) C=CCOc1cccc(C2Oc3nc(SCCCC)nnc3-c3ccccc3N2C(C)=O)c1 (stereo not given)
49) C/C(=C\c1ccccc1)CN1CCC(C(=O)N(CCO)Cc2ccccc2)CC1
50) COC(=O)CCS(=O)(=O)c1ccc2ccccc2c1

assay / entry	41	42	43	44	45	46	47	48	49	50
TEAD-YAP block	-9	2	-8	6	-10	43*	-7	13	-1	6
FBW7 act	0.9	0.0	0.1	0.0	0.8	0.1	-0.2	0.0	-0.3	-0.1
MITF inh	12	11	1	-2	5	5	-2	1	4	2
GPR151 ag	1.5	-0.5	0.5	0.5	-0.4	-1.2	-1.3	0.5	0.9	0.3

51) Cc1ccc(C(=O)CNc2ccccc2C)cc1
52) Cc1cc(CNC(=O)CC2C(=O)NCCN2CC(c2ccccc2)c2ccccc2)nn1C (stereo not given)
53) CC1=C/C(=N\Nc2nc3ccccc3[nH]2)CC1
54) CCOc1ccccc1NC(=O)Cn1c(=O)n(Cc2ccc(OC)cc2)c(=O)c2oc3ccccc3c21
55) NC/C=C\C(=O)O
56) Cc1ccccc1C(=O)NC(=S)NCC(=O)c1ccccc1
57) CNC(=O)[C@@H]1C[C@H](NCc2cccc3ccccc23)CN1Cc1cccc(OC)c1OC
58) CCOC(=O)c1cnn(-c2ccccc2)c1NC(=O)c1ccc([N+](=O)[O-])cc1
59) COC(=O)c1ccccc1NC(=O)CCC(=O)N1CC(C)Oc2ccc(C)cc21 (stereo not given)
60) O=C(Cn1c(CO)cnc1SCc1ccccc1Cl)NC1CC1

assay / entry	51	52	53	54	55	56	57	58	59	60
TEAD-YAP block	-18	-8	32*	-1	-10	2	0	9	-10	3
FBW7 act	-0.1	0.1	-0.2	0.0	0.1	0.0	0.1	0.0	-0.1	-0.2
MITF inh	23	-2	2	6	19	0	13	11	-5	30
GPR151 ag	0.0	1.2	-8.6	2.9	1.7	1.6	0.1	0.0	-0.5	-0.7

Of the compounds above, four contain a Cl atom:
37) CC(C)CC(=O)Nc1ccnn1C1CCN(Cc2ccc(Cl)s2)CC1
42) COc1cccc(NS(=O)(=O)c2cc(C(=O)OCc3ccccc3F)ccc2NCCc2ccc(Cl)cc2)c1
46) CCCS(=O)(=O)c1ncc(Cl)c(C(=O)Nc2ccc(C(=O)OC)cc2)n1
60) O=C(Cn1c(CO)cnc1SCc1ccccc1Cl)NC1CC1

assay / entry	37	42	46	60
TEAD-YAP block	-12	2	43*	3
FBW7 act	-0.1	0.0	0.1	-0.2
MITF inh	-1	11	5	30
GPR151 ag	-0.3	-0.5	-1.2	-0.7

Record cards, as listed above. Values in the order: TEAD-YAP block	FBW7 act	MITF inh	GPR151 ag
Shown for CCOC(=O)c1cnn(-c2ccccc2)c1NC(=O)c1ccc([N+](=O)[O-])cc1 = 9	0.0	11	0.0
Shown for Cc1ccccc1C(=O)NC(=S)NCC(=O)c1ccccc1 = 2	0.0	0	1.6

(next part)
61) CC1CN(c2nc(N3CCCCCC3)nc(N)c2[N+](=O)[O-])CC(C)O1 (stereo not given)
62) COc1ccc(-c2nc3n(n2)C(=O)CC(c2ccc(OC)cc2)S3)cc1 (stereo not given)
63) CCOc1ccc2oc(C)c(C(=O)OC(C)C)c2c1
64) CSc1ccc(C2C=C(c3ccc(Cl)cc3)Nc3nnnn32)cc1 (stereo not given)
65) CCC(C)C(=O)C(=O)N1CCCC(c2nc(C)ncc2-c2cccc(C)c2)C1 (stereo not given)
66) CCOC(=O)CSc1nc(C)c(CC)c(C)c1C(N)=O
67) CCC(=O)N1CCN(c2ccccc2NC(=O)CSc2ccc(Cl)cc2)CC1
68) C=CCc1cc(C)ccc1OCCCNCCOC
69) Cc1cc2nn(-c3ccc(Cl)cc3)nc2cc1NC(=O)COc1ccc([N+](=O)[O-])cc1
70) CC(C1CC1)N(Cc1ccccc1)C(=O)NC(=O)c1cccc(F)c1 (stereo not given)

assay / entry	61	62	63	64	65	66	67	68	69	70
TEAD-YAP block	-2	14	-7	0	-3	-4	-8	-1	-7	4
FBW7 act	-0.1	0.5	0.0	-0.1	-0.3	-0.2	-0.1	-0.1	-0.1	0.0
MITF inh	10	12	2	-4	10	-7	2	58*	-10	7
GPR151 ag	-0.3	-0.6	-1.0	1.2	0.2	0.6	0.3	-1.0	-0.9	0.8

71) N#Cc1c(NC(=S)Nc2sc3c(c2C#N)CCCCC3)sc2c1CCCCC2
72) Cc1ccccc1N(CN1C(=O)c2ccc([N+](=O)[O-])cc2C1=O)C(=O)c1ccccc1
73) N/C(COc1cccc(C(F)(F)F)c1)=N\NC(=O)c1cccnc1Oc1ccccc1
74) COc1cc(=O)n2c(c1C(=O)N1CCCC1)CCN(Cc1ccc(F)cc1F)CC2
75) CC(C(=O)O)N1Cc2ccc([N+](=O)[O-])cc2C1=O (stereo not given)
76) COc1ccc(-c2nnc(SCC(=O)O)n2-c2ccccc2)cc1OC
77) O=C(CCN1C(=O)c2ccccc2S1(=O)=O)N1CCCC1c1nc2ccccc2[nH]1 (stereo not given)
78) Fc1ccc(-c2cc(Nc3ncccn3)nc(-c3cccnc3)n2)cc1
79) COCCNc1nc(-c2cccc3cccnc23)cnc1N
80) CCC(C)NCc1ccc(C(=O)NC)o1 (stereo not given)
81) CCc1cc2cc3c(cc2nc1SCC(=O)Nc1nc(C)c(C)s1)OCCO3
82) S=c1[nH]nc(NCCCN2CCOCC2)s1

assay / entry	71	72	73	74	75	76	77	78	79	80	81	82
TEAD-YAP block	2	12	6	0	0	8	9	6	-4	1	5	-2
FBW7 act	0.0	-0.1	-0.1	0.0	-0.2	0.0	0.0	0.0	-0.2	0.1	-0.2	-0.4
MITF inh	2	-1	-2	1	5	-2	6	9	0	12	3	2
GPR151 ag	-0.9	0.2	-1.1	-0.6	-0.8	2.9	-1.6	-0.9	-0.9	-1.4	-0.9	1.0

Structures listed so far containing a furan ring, fused or not:
33) Cc1ccc(N(CC(=O)NCc2ccco2)C(=O)CCC(=O)Nc2ccccn2)c(C)c1
54) CCOc1ccccc1NC(=O)Cn1c(=O)n(Cc2ccc(OC)cc2)c(=O)c2oc3ccccc3c21
63) CCOc1ccc2oc(C)c(C(=O)OC(C)C)c2c1
80) CCC(C)NCc1ccc(C(=O)NC)o1 (stereo not given)

assay / entry	33	54	63	80
TEAD-YAP block	-4	-1	-7	1
FBW7 act	0.0	0.0	0.0	0.1
MITF inh	-4	6	2	12
GPR151 ag	1.6	2.9	-1.0	-1.4
